MEKK3 PB1 HTS: modulators (inhibitors or enhancers) of MEK5 binding to human MEKK3 PB1 domain; hit rate 1.4% among 290,000; binding response (% of control), % at 10 µM; bead-based flow cytometry, Alexa488-MEK5 binding to MEKK3; actives lie on both sides; 0 = blocked by unlabeled MEK5, 100 = vehicle;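 active = binding response more than 3 SD above or below the average of its plate-row segment, actives on both sides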;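 also: Alexa488 bead fluorescence after subtracting the streptavidin-only scavenger bead signal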
IDE cell activ: IDE (human) activation, cell-based; activation, % at 5.96 µM; HEK cells, FAbeta-B cleavage, fluorescence polarization; 0% vehicle, 100% cell-free pure enzyme wells; P14735; hit rate 0.073% among 340,000; AID 493087;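 active = activation above the mean of all tested compounds plus 3 SD, set per screening campaign, cut at about 17% in these data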
Target sequence (P14735 whole entry, looked up): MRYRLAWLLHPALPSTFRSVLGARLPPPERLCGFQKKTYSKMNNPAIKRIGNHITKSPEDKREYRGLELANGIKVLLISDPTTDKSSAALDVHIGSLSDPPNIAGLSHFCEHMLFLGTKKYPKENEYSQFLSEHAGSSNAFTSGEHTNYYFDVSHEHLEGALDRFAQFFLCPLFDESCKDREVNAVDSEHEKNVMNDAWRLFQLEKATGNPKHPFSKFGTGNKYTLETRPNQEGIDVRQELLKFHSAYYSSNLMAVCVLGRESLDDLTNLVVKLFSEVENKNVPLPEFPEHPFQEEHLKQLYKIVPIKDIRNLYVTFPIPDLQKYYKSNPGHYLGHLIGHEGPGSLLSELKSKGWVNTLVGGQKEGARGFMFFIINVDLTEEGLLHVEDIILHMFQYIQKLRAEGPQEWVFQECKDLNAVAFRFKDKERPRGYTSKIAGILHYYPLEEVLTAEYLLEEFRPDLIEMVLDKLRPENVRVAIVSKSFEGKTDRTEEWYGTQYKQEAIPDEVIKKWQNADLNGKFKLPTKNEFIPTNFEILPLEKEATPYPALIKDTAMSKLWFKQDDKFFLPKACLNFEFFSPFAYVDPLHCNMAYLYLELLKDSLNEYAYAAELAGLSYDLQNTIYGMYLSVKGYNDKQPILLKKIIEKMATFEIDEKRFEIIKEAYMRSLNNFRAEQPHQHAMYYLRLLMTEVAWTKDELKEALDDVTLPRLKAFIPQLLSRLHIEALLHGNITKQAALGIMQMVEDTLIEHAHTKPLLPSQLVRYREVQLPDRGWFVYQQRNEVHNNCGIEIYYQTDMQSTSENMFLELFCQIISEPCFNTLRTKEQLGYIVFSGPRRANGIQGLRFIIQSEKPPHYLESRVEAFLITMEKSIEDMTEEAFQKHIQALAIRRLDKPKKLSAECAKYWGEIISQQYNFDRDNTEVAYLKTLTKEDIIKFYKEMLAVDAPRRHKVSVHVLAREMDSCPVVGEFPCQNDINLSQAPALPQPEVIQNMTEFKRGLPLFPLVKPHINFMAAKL
MEKK2wt PB1 HTS: raises or lowers MEK5 binding to wildtype human MEKK2 PB1 domain; Q9Y2U5; bead flow cytometry, Alexa488-MEK5 binding to MEKK2 WT; actives lie on both sides; binding response (% of control), % at 10 µM; hit rate 1.1% among 290,000; AID 1531; in the data active = binding response below about 67% or above about 130%
pCIP destab: compounds decreasing mouse p/CIP protein stability; hit rate 0.01% among 290,000; decrease of EGFP signal, % at 10 µM; F442A p/CIP-EGFP cells, EGFP fluorescence, 16 h; AID 1984;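 active = EGFP signal decrease of at least 30% at 10 µM or well 3 SD below plate mean, unless failing retest; inactive = the rest, including hits failing retest or dose response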; also: some compounds called inactive have numbers as strong as hits; many of its hits are not listed in these tables
UBC9 SUMO inh: SUMOylation inhibition; P63279; HTRF SUMOylation assay, SAE1/SAE2 + UBC9, in vitro; inhibition, % at 35 µM; hit rate 0.36% among 290,000; AID 2006; in the data active = inhibition above about 50%, passing the limit was not always enough; also: strong numbers were not always called active
MEKK2 mut-MEK5: signal of MEK5 binding to mutant human MEKK2 PB1 domain; AID 1530; bead flow cytometry, Alexa488-MEK5 binding to MEKK2 mutant; hit rate 0.35% among 290,000; percent response, % at 10 µM; in the data active = percent response above about 24%, passing the limit was not always enough; also: inactives centre near 1; some results filed as inactive read as strong as hits; reference of the scale not given here
NALP1 inh: inhibitors of NALP1 inflammasome in yeast; S. cerevisiae NALP1/ASC/caspase-1 growth, X-gal OD620, 72 h; inhibition, % at 10 µM; hit rate 0.61% among 280,000; AID 2071; in the data active = inhibition mostly above about 24%, no sharp cut-off; inactive = mostly below about 32%; also: some compounds called inactive have numbers as strong as hits
IDE inh: inhibitors of human insulin-degrading enzyme in cells; P14735; HEK cells, FAbetaB cleavage, fluorescence polarization; inhibition, % at 5.59 µM; hit rate 0.41% among 320,000; AID 434962;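 active = percent inhibition above the average of all tested compounds plus 3 SD, set per screening campaign, cut at about 16% in these data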;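 also: IDE supplied by intact live HEK cells; FP after avidin binding of uncleaved biotin substrate so inhibition keeps polarization high; 0% = DMSO wells and 100% = 60 µM reference IDE inhibitor Ii1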
M18AAP inhibitor: blocks P. falciparum M18 aspartyl aminopeptidase; hit rate 1.2% among 290,000; inhibition, % at 7.35 µM; recombinant PfM18AAP, H-Glu-NHMec fluorogenic cleavage; AID 1822;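 active = inhibition above the campaign mean inhibition over all tested compounds plus 3 SD, cut at about 28% in these data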;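 also: 0% = plate median of test compound wells and 100% = 2 mM ZnCl2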
Numbers without * were called inactive; . = no result given; [ ] = remark or other dose. Some of the compounds tested (hit frequency here may not be typical).

Compound	MEKK3 PB1 HTS	IDE cell activ	MEKK2wt PB1 HTS	pCIP destab	UBC9 SUMO inh	MEKK2 mut-MEK5	NALP1 inh	IDE inh	M18AAP inhibitor
CCCCCCCN1C(Nc2ccccc2)=NC[C@@H]1CC(C)C	101	8	115	-10	-10	2	-69	2	-8
Cc1cccc(NC(=O)Nc2ccc(S(N)(=O)=O)cc2)c1	91	.	96	0	5	-20	.	3	1
Cc1ccc(C)c(OCCN2C(=O)NC3(CCc4ccccc4C3)C2=O)c1 (stereo not drawn)	96	2	95	6	-24	-1	10	-1	-11
CC1CCN(c2cc(N3CCOCC3)c(F)cc2[N+](=O)[O-])CC1	105	5	108	-9	5	7	-2	5	-7
CCC1Oc2ccc(C)cc2N(CC(=O)N(Cc2ccc(C)o2)C2CCCC2)C1=O (stereo not drawn)	61	2	74	4	-12	-4	9	-4	-55
Cc1nc(Nc2ccc(S(N)(=O)=O)cc2)sc1-c1ccccc1	104	-4	98	0	-2	0	21	5	7
Cc1ccc(C(=O)OCC(=O)c2ccc(Cl)s2)s1	91	2	79	-7	7	-13	11	2	7
Cc1ccccc1NC(=O)Cn1nnc(C(=O)NCc2ccco2)c1N	110	2	105	-9	13	0	0	-2	-15

(more compounds)
Compound	MEKK3 PB1 HTS	IDE cell activ	MEKK2wt PB1 HTS	pCIP destab	UBC9 SUMO inh	MEKK2 mut-MEK5	NALP1 inh	IDE inh	M18AAP inhibitor
O=C(O)c1ccccc1N/C=C\[N+](=O)[O-]	101	-5	102	12	5	0	-7	0	-8
Cc1ccc(NC(=O)c2ccc(S(=O)(=O)NCc3cccnc3)cc2)c(C)c1	101	4	99	-3	-11	-4	14	-2	0
CCOC(=O)N1CCC(NS(=O)(=O)c2ccccc2)CC1	100	-2	102	-5	-15	0	-20	9	8
COc1ccccc1NS(=O)(=O)c1ccc2oc(SC3CCOC3=O)nc2c1 (stereo not drawn)	104	1	102	14	18	3	-5	-1	-9
CCCCOc1ccc(-c2ncc(Cl)cn2)cc1	87	0	86	-12	-3	-5	-17	6	6
Cc1cc(C)c(NC(=O)C2CCCN2CCO)c(C)c1 (stereo not drawn)	102	-3	101	3	-10	-1	-3	-4	-2
COc1ccc(OC)c(S(=O)(=O)N2CCN(C(=O)CCc3ccccc3)CC2)c1	100	0	104	-10	6	4	21	-6	-12
CC(C)(C)NC(=O)C(c1cccnc1)N(C(=O)c1csnn1)c1ccccc1 (stereo not drawn)	94	3	98	-10	3	5	7	6	-1

Given with two lines to a compound: 2 of the compounds above.
Each structure is followed by: MEKK3 PB1 HTS	IDE cell activ	MEKK2wt PB1 HTS	pCIP destab	UBC9 SUMO inh	MEKK2 mut-MEK5	NALP1 inh	IDE inh	M18AAP inhibitor
Cc1cccc(NC(=O)Nc2ccc(S(N)(=O)=O)cc2)c1
→ 91	.	96	0	5	-20	.	3	1
COc1ccc(OC)c(S(=O)(=O)N2CCN(C(=O)CCc3ccccc3)CC2)c1
→ 100	0	104	-10	6	4	21	-6	-12

Going on with the list.
Compound	MEKK3 PB1 HTS	IDE cell activ	MEKK2wt PB1 HTS	pCIP destab	UBC9 SUMO inh	MEKK2 mut-MEK5	NALP1 inh	IDE inh	M18AAP inhibitor
Cc1cc2n(n1)SC(Nc1ccccc1)N2 (stereo not drawn)	90	-2	94	-2	-2	-3	3	1	17
O=C(Nc1ccc(S(=O)(=O)NCc2ccccc2)cc1)Nc1ccc2c(c1)OCO2	106	-2	108	-13	24	6	10	1	-3
CCCc1cnc(N2CCN(S(=O)(=O)c3cccs3)CC2)nc1	66	.	76	5	17	-33	10	-2	6
Fc1ccc(COc2ccccc2C(=S)N2CCCC2)cc1	100	3	97	3	1	3	17	10	19
COc1ccccc1C(=O)NNC(=O)c1ccc(Br)cc1	101	0	107	7	4	2	14	1	3
CCOC(=O)/C(C#N)=C/c1cc2ccc(C)cc2nc1Cl	57*[inhibitor]	3	91	-2	0	-2	5	0	-4
CC(C)c1ccc(-c2nnn(CC(=O)N3CCCCC3)n2)cc1	106	-1	115	-18	14	7	2	-4	2
O=C(NC1CCCCC1)NC1CCN(S(=O)(=O)Cc2ccccc2)CC1	111	2	118	-2	2	10	.	-1	-11

The listing continues:
Compound	MEKK3 PB1 HTS	IDE cell activ	MEKK2wt PB1 HTS	pCIP destab	UBC9 SUMO inh	MEKK2 mut-MEK5	NALP1 inh	IDE inh	M18AAP inhibitor
CCCNC(=O)N1CCCC(C(=O)c2cccc(Cl)c2)C1 (stereo not drawn)	96	3	90	3	9	-10	4	-1	1
Cc1nc(NC(=O)/C=C/c2ccccc2)sc1C(=O)Nc1ccc(Cl)cc1	103	-2	95	-4	43	0	5	-2	-2
O=C(Nc1nc(-c2cccc([N+](=O)[O-])c2)cs1)c1cccc([N+](=O)[O-])c1C(=O)O	92	8	84	-14	10	-13	-2	3	-1
CCCc1nnc(NC(=O)c2ccc(N3C(=O)C4C5C=CC(C5)C4C3=O)cc2)s1 (stereo not drawn)	107	7	109	1	-3	3	0	3	12
O=C(CSc1ccc(-c2ccco2)nn1)NCc1ccc2c(c1)OCO2	84	4	90	5	46	-2	-7	3	-3
COc1ccc(N2CCCC2)c(NC(=O)c2ccc(Br)o2)c1	93	1	95	-11	24	4	6	3	24
CCn1cc(CNC(=O)c2cc(-c3cc(OC)ccc3OC)nc3ccccc23)c(C)n1	104	-1	103	7	17	0	10	0	-13
Cc1ccccc1CS(=O)(=O)Cc1ccc(C(=O)N2CCOCC2)o1	.	-1	.	-1	19	.	4	1	-3

Next structures follow.
Compound	MEKK3 PB1 HTS	IDE cell activ	MEKK2wt PB1 HTS	pCIP destab	UBC9 SUMO inh	MEKK2 mut-MEK5	NALP1 inh	IDE inh	M18AAP inhibitor
COc1ccc(C)cc1NC(=O)CSc1ccc(-c2cccnc2)nn1	104	1	101	-5	22	2	5	1	5
CN1CCN(C(=O)/C(=C/c2ccc([N+](=O)[O-])cc2)NC(=O)c2ccccc2)CC1	102	6	103	4	16	2	-2	-8	1
CCC(=O)Nc1cc(C(=O)O)ccc1S(=O)(=O)c1ccc(C)cc1	94	3	91	6	3	-2	3	0	5
COC(=O)N/N=C(\C)c1ccccc1OC(F)F	92	3	88	-2	13	-3	19	4	-6
O=C(Cn1cnc2scc(-c3ccc(Br)cc3)c2c1=O)N1CCOCC1	101	1	98	0	-4	-1	-4	0	-10
COc1ccc(/C=N/NS(=O)(=O)c2ccc(C)cc2)cc1OC(=O)c1ccc(C)cc1	104	3	99	-7	-30	-3	38	0	-11
O=C(COC(=O)c1cccc([N+](=O)[O-])c1)NCC1CCCO1 (stereo not drawn)	88	-2	83	-10	24	-16	0	2	-6
CCC(C(=O)OCC(=O)N1C(C)CCCC1C)c1ccccc1 (stereo not drawn)	99	0	103	-4	4	3	-1	6	0

Additional compounds follow.
Compound	MEKK3 PB1 HTS	IDE cell activ	MEKK2wt PB1 HTS	pCIP destab	UBC9 SUMO inh	MEKK2 mut-MEK5	NALP1 inh	IDE inh	M18AAP inhibitor
O=C(CCC1CCCC1)N1CCN(S(=O)(=O)Cc2ccccc2)CC1	101	6	100	1	19	7	36	-6	2
CSCCC(NS(=O)(=O)c1ccc(Cl)cc1)C(=O)OCc1c(Cl)cccc1Cl (stereo not drawn)	102	5	111	-4	-15	1	31	-1	1
CC(O)CNc1nc2c(c(=O)n(C)c(=O)n2C)n1Cc1cccc(Br)c1 (stereo not drawn)	93	0	95	22	-21	-5	13	3	-4
CCN(CC)CCN(C(=O)c1ccc2c(c1)OCCO2)c1nc2cc(C)cc(C)c2s1	102	1	131	-8	20	10	29	-1	-9
Cc1ccc(S(=O)(=O)Nc2ccccc2C(O)c2ccccc2)cc1 (stereo not drawn)	106	1	104	2	-13	4	5	1	-8
COC(=O)c1cc(Br)c(=O)n(CCc2ccc(F)cc2)c1	85	1	87	-3	15	-8	9	-3	6
CCOC(=O)c1c(NC(=O)CSc2cccc[n+]2[O-])sc(C(=O)Nc2ccccc2)c1C	91	-9	91	-7	-6	-2	2	8	1
CC(=O)c1cn(-c2ccc(Cl)cc2)c(=O)n(Cc2ccc(F)cc2)c1=O	99	4	96	-5	19	-2	21	3	1

Remaining list, next part
Compound	MEKK3 PB1 HTS	IDE cell activ	MEKK2wt PB1 HTS	pCIP destab	UBC9 SUMO inh	MEKK2 mut-MEK5	NALP1 inh	IDE inh	M18AAP inhibitor
O=C(NCc1ccccc1)C(c1ccco1)N(C(=O)c1csnn1)c1ccccc1 (stereo not drawn)	99	-1	97	3	-11	-5	22	-7	8
Cc1nc(SCC(=O)NCc2ccco2)c2oc3ccccc3c2n1	89	-2	93	10	13	-6	5	-6	8
O=S(=O)(c1ccccc1)c1nc(-c2ccccc2)oc1N1CCCC1	106	1	101	-10	-1	4	3	2	-5
COc1cc(/C=N/NC(=O)C(=O)NCc2ccco2)cc(Br)c1O	97	3	96	-8	0	-4	21	2	9
Cc1cccc(Nc2ccc(C(=O)O)cc2[N+](=O)[O-])c1C	104	3	110	-3	2	5	23	1	-2
O=C(NCCCN1CCOCC1)c1cc(-c2ccccc2)on1	100	4	103	-11	24	3	11	-1	-2
CCOc1cc(C(=S)N2CCOCC2)ccc1OC(=O)c1ccccc1	105	1	107	-9	15	5	20	6	6
COc1ccc(OC)c(-c2csc(N(C)C(=O)Cc3ccccc3)n2)c1	103	3	106	-10	-11	6	22	6	3

Carrying on.
Compound	MEKK3 PB1 HTS	IDE cell activ	MEKK2wt PB1 HTS	pCIP destab	UBC9 SUMO inh	MEKK2 mut-MEK5	NALP1 inh	IDE inh	M18AAP inhibitor
CN1CCN(S(=O)(=O)c2ccc(NC(=O)COc3ccccc3Cl)cc2)CC1	107	-4	109	-10	-15	-4	8	0	-1
Cc1ccc(NC(=O)COC(=O)Cn2cnc3ccccc32)cc1S(=O)(=O)N(C)C	102	-2	100	-20	-1	0	19	3	-11
Cc1cc(C(=O)COC(=O)c2cccs2)c(C)n1-c1c(C)n(C)n(-c2ccccc2)c1=O	97	2	99	-3	8	1	6	-1	2
CN(C)CCNc1c2c(c(C#N)c3nc4ccccc4n13)CCCC2	102	5	102	-2	21	-1	18	3	4
CCOCCCNC(=O)C(NC(=O)Cc1c[nH]c2ccccc12)c1ccc(OC)cc1 (stereo not drawn)	106	7	109	4	-7	6	6	-5	-9
O=C(N/N=C/c1ccc(O)cc1)c1csc2ccccc12	101	1	102	-20	-11	6	9	-5	0
Cc1ccc(-n2nc3c(=O)n(CCCC(=O)NCc4ccc(Cl)cc4)nc(C)c3c2C)cc1	98	-1	104	-1	-10	-4	21	-2	6
CCOc1c2ccc(C(=O)NCc3ccc(C)cc3)cc2nn1CC	103	3	105	-13	23	5	10	4	5

Screens (PubChem BioAssay)
